Screening results (PubChem)
TDP1 inh: TDP1 (human) enzyme inhibition | actives 0.28% (n = 350,000) | recombinant TDP1, AlphaScreen DNA substrate cleavage | Potency, µM (titrated, usually from 130 µM), for the others: at the top dose activity change, negative = inhibition, usual class: inhibitors | Q9NUW8 | AID 485290; note: nearly all actives have a fitted effect of over 40% in size
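Enzyme-compound mixtures sat 15 min at room temperature, followed by a 5 min reaction with 15 nM final substrate and 10 min with AlphaScreen beads. Recombinant human Tdp1 was used at 1 nM final.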
TDP1 cell noCPT: qHTS for Inhibitors of human tyrosyl-DNA phosphodiesterase 1 (TDP1): qHTS in cells in absence of CPT. DT40 Tdp1-/- hTDP1 cells, no CPT, ATP luminescence, 48 h. Potency, µM (doses to about 46.2 µM), without a hit: at the top dose activity change, negative = growth inhibition, usual class: inhibitors. actives 15% (n = 420,000). AID 686978, 2013; note: nearly all actives have a fitted effect of over 55% in size
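Camptothecin absent (DMSO only). Human TDP1-complemented DT40 knockout cells, 400 cells/well, 37 °C for minimum 48 hr; ATP measured via CellTiter-Glo, 30 min dark incubation, luminescence.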
GCN5L2 inh: blocks human GCN5L2 histone acetyltransferase | Q92830 | GCN5L2 HAT assay, ThioGlo1 CoA-SH fluorescence | Potency, µM (top dose mostly 58.9 µM), for inactives: at the highest dose activity change, negative = inhibition, most hits filed as inhibitors | actives 0.21% (n = 390,000)
Target sequence (Q92830 whole entry, looked up): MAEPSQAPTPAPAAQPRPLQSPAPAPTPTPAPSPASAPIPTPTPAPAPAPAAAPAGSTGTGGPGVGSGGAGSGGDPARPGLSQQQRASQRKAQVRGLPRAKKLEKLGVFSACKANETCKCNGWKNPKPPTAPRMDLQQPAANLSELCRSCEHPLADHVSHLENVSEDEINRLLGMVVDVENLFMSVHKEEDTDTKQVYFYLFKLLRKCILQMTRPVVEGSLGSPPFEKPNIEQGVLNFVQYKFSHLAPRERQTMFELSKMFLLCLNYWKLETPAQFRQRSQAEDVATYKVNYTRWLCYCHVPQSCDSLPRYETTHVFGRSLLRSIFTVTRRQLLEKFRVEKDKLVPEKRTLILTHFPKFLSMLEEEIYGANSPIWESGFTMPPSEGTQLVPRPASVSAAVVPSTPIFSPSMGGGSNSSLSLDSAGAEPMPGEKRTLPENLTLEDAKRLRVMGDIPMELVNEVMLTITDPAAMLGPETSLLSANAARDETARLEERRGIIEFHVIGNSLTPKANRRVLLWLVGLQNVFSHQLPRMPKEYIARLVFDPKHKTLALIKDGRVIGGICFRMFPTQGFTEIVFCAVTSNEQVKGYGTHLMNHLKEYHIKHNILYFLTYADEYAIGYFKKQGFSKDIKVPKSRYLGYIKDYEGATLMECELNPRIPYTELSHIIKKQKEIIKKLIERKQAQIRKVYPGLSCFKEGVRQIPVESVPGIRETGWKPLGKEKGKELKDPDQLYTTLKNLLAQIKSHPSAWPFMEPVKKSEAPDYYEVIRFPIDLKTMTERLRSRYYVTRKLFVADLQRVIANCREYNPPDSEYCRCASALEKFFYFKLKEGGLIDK
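GCN5L2 (20 nM) in 50mM HEPES pH 7.5, 0.1mM EDTA, 0.01% Tween-20 preincubated 15 min with compounds at room temperature. Reaction started with H3(1-25) 75uM, acetyl-CoA 70uM, ThioGlo1 50uM; CoA-thiol fluorescence (Ex340/Em540) read at 0 and 20 min.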
Active calls of the source: *; ? = inconclusive; nt = no result given; [ ] = remark or other dose. Calls come from the whole dose curve; as a rule, active = well fitted curve in the direction sought with a large enough effect; inconclusive = small, poorly fitted or top-dose-only effect, or another doubt; inactive = no such curve, though single readings can be large; an effect the other way counts as inactive or inconclusive. % is set by controls: 0 for no effect and ±100 for the full control effect; potency is the fitted concentration of half-maximal effect. These rows are one share of the data; rates above refer to the full screens.

canonical_smiles | TDP1 inh | TDP1 cell noCPT | GCN5L2 inh
C/C(=N\NC(=O)C1CC1)c1cccs1 | 6% | -8% | 2%
O=C(c1ccco1)N1CCN(c2ccccc2F)CC1 | 5% | -11% | -1%
O=C1NC[C@@H](c2ccccc2)OC(=O)[C@H](Cc2ccc(F)cc2)C/C=C\C[C@@H]1CC(=O)N(CCO)Cc1ccccc1 | 1% | 23µM* | -9%
NC(=O)c1sc2nccc(Nc3ccccc3)c2c1N | 2% | 21µM* | -14%
COc1ccc(CC(=O)Nc2cc(S(=O)(=O)Nc3ccc(OC)cc3)ccc2OC)cc1 | 2% | 21µM* | -6%
O=C(Nc1cccc2cccnc12)c1cccc2c(Br)cccc12 | 7% | -20% | -3%
CCCCNCCOCCOc1ccccc1-c1ccccc1 | -3% | 29µM* | -3%
O=C(Nc1ccc2c(c1)OCO2)c1ccc(COc2ccc3c(c2)CCC3)o1 | 6% | ? | -5%
O=C1c2ccccc2NC(c2ccc(F)cc2)N1Cc1ccco1 (stereo unspecified) | 4% | -23% | -19%
CCS(=O)(=O)c1ccc2oc(SCC(=O)NC(C)C3CC4CCC3C4)nc2c1 (stereo unspecified) | 6% | 16µM* | -1%
O=C1CC(c2ccccc2)CN1C(=O)c1cccnc1 (stereo unspecified) | -2% | 1% | -5%
COC(CNC(=O)c1ccc2c(c1)nc(C)n2-c1ccc(F)c(F)c1)OC | 6% | 3% | 1%
CC(C)OCCCNC(=O)C1CCN(S(=O)(=O)N2CCCC2)CC1 | 5% | -3% | 2%
Cc1ccccc1NCC(=O)N/N=C/c1c[nH]c2ccccc12 | 7% | -9% | -5%
CCCCC(=O)Nc1ccc(NC(=O)c2ccc([N+](=O)[O-])cc2Cl)cc1OC | -3% | -27% | -7%

Single records (already shown). Order of values: TDP1 inh	TDP1 cell noCPT	GCN5L2 inh
Record of O=C(Nc1ccc2c(c1)OCO2)c1ccc(COc2ccc3c(c2)CCC3)o1 : 6%	?	-5%
Record of CCCCC(=O)Nc1ccc(NC(=O)c2ccc([N+](=O)[O-])cc2Cl)cc1OC : -3%	-27%	-7%
Record of O=C1c2ccccc2NC(c2ccc(F)cc2)N1Cc1ccco1 (stereo unspecified) : 4%	-23%	-19%
Record of CC(C)OCCCNC(=O)C1CCN(S(=O)(=O)N2CCCC2)CC1 : 5%	-3%	2%
Record of C/C(=N\NC(=O)C1CC1)c1cccs1 : 6%	-8%	2%

Back to the main list; the two compounds before the break are reprinted first.
canonical_smiles | TDP1 inh | TDP1 cell noCPT | GCN5L2 inh
Cc1ccccc1NCC(=O)N/N=C/c1c[nH]c2ccccc12 | 7% | -9% | -5%
CCCCC(=O)Nc1ccc(NC(=O)c2ccc([N+](=O)[O-])cc2Cl)cc1OC | -3% | -27% | -7%
Cc1nc2scc(-c3cccs3)c2c(=O)o1 | 3% | -6% | ?
O=C(c1ccc(Cl)cc1)N(Cc1ccccc1F)N1C(=O)CCCC1=O | 1% | -16% | 0%
Cc1nn(C)c(C(=O)N/N=C/c2cc3c(cc2Br)OCO3)c1Br | 5% | 18µM* | 1%
Cc1ccc(CCc2nnc(SCC(=O)Nc3cccc(Cl)c3)n2-c2ccccc2)o1 | 1% | 13µM* | 68%[activator]
CC1CN(C(=O)c2ccccc2)OC(c2ccc3c(c2)OCO3)O1 (stereo unspecified) | 4% | -12% | 0%
COc1cc(OC)cc(C(=O)NN(CCC#N)C2=NS(=O)(=O)c3ccccc32)c1 | nt | 10% | 13%
Cc1cc(SCNC(=O)c2ccccc2)ncn1 | nt | ? | -1%
O=C(O)CCCn1cc(NC(=O)COc2cc(F)ccc2[N+](=O)[O-])cn1 | 6% | -37% | -8%
O=S(=O)(c1ccccc1)N1CCC(O)(CSc2ccc(F)cc2)CC1 | 2% | ? | -5%
Cc1ccc(N2CCN(/N=C/C=C/c3ccccc3)CC2)cc1 | -1% | -28% | 26%
c1ccc2nc3[nH]cnc3nc2c1 | 4% | -11% | -3%
CCN(CC)S(=O)(=O)c1cccc(C(=O)Nc2cc3oc4ccccc4c3cc2OC)c1 | 6% | 18µM* | 2%
O=C(Cn1nc(-c2ccccc2)ccc1=O)Nc1ccc(N2CCN(C(=O)c3cccs3)CC2)cc1 | -3% | ? | 0%
Cc1ccc(CC2CC(=O)N(c3cc(Cl)ccn3)C2=O)cc1 (stereo unspecified) | 6% | -2% | ?
COc1ccc(-c2nnc(SCC(=O)Nc3cccnc3Cl)n2C)cc1 | -1% | 0% | -7%
COc1cc2c(cc1NC(=O)C(C)Oc1ccccc1)oc1ccccc12 (stereo unspecified) | -8% | ? | 2%
CN1CCN(c2nc(C#N)cc(-c3ccccc3)n2)CC1 | 4% | -20% | -3%
CCc1cc(C(=O)N2CCCC(Nc3ccc(F)c(F)c3)C2)n(C)n1 (stereo unspecified) | 2% | -25% | 2%
O=C(Nc1ccccc1Cl)c1ccc2c(c1)N(Cc1ccc(F)cc1)C(=O)CS2=O (stereo unspecified) | 5% | ? | -1%
CCC(O)(c1ccc(OC)cc1)C(CN1CCOCC1)c1ccccc1 (stereo unspecified) | 6% | ? | -6%
COC(=O)Nc1nc2c(s1)CCCC2 | 5% | -3% | -2%
COc1cc(/C=N/NC(=O)c2ccccc2)ccc1O | 0% | 9% | -4%
N#CC1=C(N)NC(SCc2ccc(F)cc2)=C(C#N)C12CCCCC2 | 7% | 26µM* | -2%
COc1cccc(C(=O)C2CCCN(C(=O)CCC3=NNC(=O)CC3)C2)c1 (stereo unspecified) | 6% | -24% | -8%
CCC(C)C(NC(N)=O)C(=O)Nc1ccc(C(=O)OC)cc1 (stereo unspecified) | 0% | -51% | -7%
Cc1ccc(-c2nc3ccsc3c(=O)o2)cc1 | 1% | -8% | 8%
Cc1c(CC(=O)O)c(=O)oc2cc(OCc3ccc(Br)cc3)ccc12 | nt | 5% | -7%
Cc1noc(C)c1COc1ccc(C(=O)N2CCN(c3ccccc3F)CC2)cc1 | 1% | ? | -5%
O=C(Nc1cccc(S(=O)(=O)N2CCCC2)c1)c1ccc2ccccc2n1 | 5% | 23µM* | -15%
CO/N=C(\Cn1ncc(NC2CCCCC2)c(Br)c1=O)c1ccc(Cl)cc1 | -2% | ? | -10%
CC(C(=O)Nc1ccc2c(c1)OCCO2)N(c1ccccc1)S(C)(=O)=O (stereo unspecified) | 1% | 12% | -20%
OC1(c2ccc(F)cc2)CSC(=Nc2cccnc2)N1Cc1ccco1 (stereo unspecified) | -10% | ? | -11%
CCOC(=O)[C@H]1[C@H]2COc3ccc(C)cc3[C@@H]2N2C(=O)c3cc(F)ccc3NC(=O)[C@@]12C | 3% | ? | -19%
CN1CCN(CCCNC(=O)c2cc3c(-c4ccc(Cl)cc4)nn(C)c3s2)CC1 | 1% | ? | -9%
CC(C)(C)C1CCC2(CC1)C(Nc1cccc(C(F)(F)F)c1)=NC(=S)N2CC#N (stereo unspecified) | 2% | ? | 0%
O=C(CN1C(=O)NC2(CCCC2)C1=O)N1CCN(S(=O)(=O)c2cccc(F)c2)CC1 | 1% | 1% | -16%
O=C(O)c1ccc(N=C2NC(=O)C(CO)(CO)S2)cc1 | 6% | 10% | -9%
CCc1cc(C(=O)N2CCCC(CNS(=O)(=O)c3cccs3)C2)n(C)n1 (stereo unspecified) | -2% | -15% | -3%
Cc1nc2cc(Cl)c([N+](=O)[O-])cc2s1 | 0% | 3% | -1%
O=C(CCS(=O)(=O)c1cccc2nonc12)NCCc1ccccc1 | 7% | -1% | 2%
O=[N+]([O-])c1ccc(Cl)cc1N1CCOCC1 | 9% | -1% | -1%
Cc1ccc(NC(=S)Nc2ccc(F)cc2)c(C)c1 | 5% | -24% | 0%
COc1cccc2cc(C(C)OC(=O)Nc3ccc(C)cc3)oc12 (stereo unspecified) | -5% | 0% | -18%
Cc1ccc(-n2nc(C(=O)NCc3ccc(C)o3)c3c4ccccc4n(C)c3c2=O)cc1 | 5% | ? | 0%
COc1ccc(Cn2c(=O)n(-c3ccc(OC)cc3)c(=O)c3c2c2cc(OC)ccc2n3C)cc1 | -1% | -27% | -3%

3 entries out of the list, sorted by heavy-atom count, rising.
canonical_smiles | TDP1 inh | TDP1 cell noCPT | GCN5L2 inh
Cc1cc(SCNC(=O)c2ccccc2)ncn1 | nt | ? | -1%
CO/N=C(\Cn1ncc(NC2CCCCC2)c(Br)c1=O)c1ccc(Cl)cc1 | -2% | ? | -10%
Cc1noc(C)c1COc1ccc(C(=O)N2CCN(c3ccccc3F)CC2)cc1 | 1% | ? | -5%

Next section.
canonical_smiles | TDP1 inh | TDP1 cell noCPT | GCN5L2 inh
CC1(C)OC2C(CO)OC(n3cnc4c(=S)nc[nH]c43)C2O1 (stereo unspecified) | ? | -1% | -2%
O=C(CCCN1C(=O)c2ccccc2C1=O)Nc1ccc2c(c1)OCCO2 | 5% | -11% | -11%
Cc1ccc(-n2nc(C)c(NC(=O)CCl)c2C)cc1C | 5% | 8.2µM* | -1%
O=C(CCN1C(=O)c2ccccc2C1=O)CN1CCOCC1 | 0% | -2% | -7%
Cc1cc2c(cc1S(=O)(=O)Nc1cccc(C)c1C)n(C)c(=O)c(=O)n2C | nt | -9% | -11%
Cc1cc(C)cc(NC(=S)NCCCO)c1 | -3% | 8% | 2%
COc1cc(C(=O)N2CCN(c3ncnc4sc(C)c(C)c34)CC2)cc(OC)c1OC | 2% | ? | -16%
Cc1nnsc1C(=O)NNC(=O)c1cccc2ccccc12 | nt | -7% | -1%
COC(=O)C1C(O)=C(C(C)=Nc2cccc3ccccc23)C(=O)CC1(C)C (stereo unspecified) | 2% | ? | -2%
COc1ccc(C(C(=O)NCC2CCCO2)N(Cc2ccc(F)cc2)C(=O)CNC(=O)c2ccco2)cc1OC (stereo unspecified) | 9% | -9% | -5%
O=S(=O)(c1ccc(F)cc1)n1ccc(-c2cccc(OCc3ccc(Cl)cc3Cl)c2)n1 | 4% | -18% | -8%
CC(C)CN(C(=O)COC(=O)c1ccc(C#N)cc1)C1CCS(=O)(=O)C1 (stereo unspecified) | 2% | 21% | 3%
C/C=C/c1cc(CN2CCN(c3ccc(OC)cc3)CC2)c(O)c(OC)c1 | 5% | ? | -12%
C=CCN(CC=C)C(=S)NC(=O)c1ccc([N+](=O)[O-])cc1 | 2% | 3.7µM* | -3%
O=C(/C=C/c1cccs1)NC1CCS(=O)(=O)C1 (stereo unspecified) | 3% | ? | -2%
CCc1cc2c(=O)n(-c3ccccc3)c(SCC(N)=O)nc2s1 | 1% | -12% | -3%
COc1ccccc1CNC(=O)c1ccc(C)s1 | nt | -3% | -1%
c1csc(-c2nc3ccccn3c2Nc2ccc3c(c2)OCCO3)c1 | 12% | ? | -8%
Cc1cccc(NC(=S)NC(=O)c2ccc(-c3ccccc3)cc2)n1 | 0% | ? | -2%
O=C1Nc2ccccc2N(O)N1c1cc(-c2ccccc2)[nH]n1 | 5% | 6% | -8%
CC1=C(C)CC(C(=O)NNC(=O)c2ccccc2O)C(C(=O)O)C1 (stereo unspecified) | 4% | ? | -4%
NC(=O)c1ccccc1NC(=O)COc1ccc2c(c1)OCO2 | -4% | ? | 0%
Cc1ccc(CNC(=O)c2ccc3c(c2)NC(=O)C(CS(=O)(=O)Cc2ccc(F)cc2)N3)cc1 (stereo unspecified) | 0% | ? | 0%
Cn1c(=O)[nH]c(=O)c2c1nc(N1CCOCC1)n2CCN1CCOCC1 | -1% | -11% | -1%
Cc1ccc(NC(=O)CSc2nnc(-c3ccccn3)n2N)c(Br)c1 | 7% | -8% | 3%
CCCCN(CCCC)CC(O)CN(c1cc([N+](=O)[O-])ccc1OC)S(=O)(=O)c1ccccc1 (stereo unspecified) | 4% | 15µM* | 23%
c1ccc2c(c1)nc(NCCN1CCOCC1)c1nncn12 | -3% | -12% | 4%
COc1cccc(C(=O)CSc2nnc(CNS(=O)(=O)c3ccc(C)cc3)n2C)c1 | -4% | ? | -4%
CCC(=O)N1CCN(c2ccccc2NC(=O)c2cccs2)CC1 | 1% | -18% | -31%
O=C(Nc1cc(-c2nc3cc(Cl)ccc3o2)ccc1Cl)c1ccco1 | 5% | nt | -2%
O=C(NCC(c1ccco1)S(=O)(=O)c1cccs1)c1ccc(Cl)cc1 (stereo unspecified) | -3% | ? | -4%
CCCC1CCC(C(=O)Nn2c(C)nc3ccccc3c2=O)CC1 (stereo unspecified) | 4%[56.1 µM] | ? | -5%
c1cncc(CNc2c3c(nc4nnnn24)CCCC3)c1 | 3% | 1% | -4%
O=C1c2cccc3cccc(c23)C(=O)N1CC1CCN(S(=O)(=O)c2ccc(F)cc2)CC1 | 3% | 12µM* | -27%
CCOC(=O)c1c(S(=O)(=O)N2CCN(C3CCCCC3)CC2)c(C)n(C)c1C | 3% | 5% | -3%
O=C(CSc1nnc2sc3ccccc3n12)N1CCN(c2ccccc2)CC1 | 7% | -23% | -2%
